Compound activity (PubChem)
CHT allo act = allosterically activates the human high affinity choline transporter | 310,000 tested, 0.49% active | AID 488977 | CHT-expressing cells, membrane potential dye, choline EC20; active compounds read high; LV-AA mutant CHT in HEK293 cells | B-score at 10 µM;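 active = initial fluorescence not abnormally high and integrated response B-score, plate-corrected, over 3 SD above library mean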
Target sequence (Q9GZV3 whole entry, looked up): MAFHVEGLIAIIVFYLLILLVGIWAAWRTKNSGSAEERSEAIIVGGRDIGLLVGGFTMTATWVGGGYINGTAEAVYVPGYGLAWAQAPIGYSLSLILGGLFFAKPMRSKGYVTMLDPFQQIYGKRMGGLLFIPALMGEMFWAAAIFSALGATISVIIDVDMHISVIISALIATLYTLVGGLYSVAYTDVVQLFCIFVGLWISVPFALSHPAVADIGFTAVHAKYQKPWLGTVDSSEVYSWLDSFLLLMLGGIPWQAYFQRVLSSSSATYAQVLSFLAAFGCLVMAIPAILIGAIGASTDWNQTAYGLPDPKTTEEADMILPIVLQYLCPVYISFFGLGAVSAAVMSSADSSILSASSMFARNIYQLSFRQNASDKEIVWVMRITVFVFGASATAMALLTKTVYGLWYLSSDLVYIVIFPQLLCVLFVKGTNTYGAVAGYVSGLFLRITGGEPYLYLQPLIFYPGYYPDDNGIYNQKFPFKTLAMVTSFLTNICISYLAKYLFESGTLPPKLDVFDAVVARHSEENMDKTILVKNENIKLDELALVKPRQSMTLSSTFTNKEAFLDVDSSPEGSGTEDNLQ
OX1R antagonist = blocks the human orexin 1 receptor; O43613; CHO/OX1R cells, Fluo-8 calcium fluorescence, orexin A; inhibition, % at 5 µM; 330,000 tested, 0.43% active; AID 434989;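 active = inhibition above its plate's threshold, mean inhibition of all tested compounds on the plate plus 3 SD, cut at about 37% in these data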;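 also: 0% = orexin A challenge wells and 100% = SB-334867-A antagonist wells; not every result past the cut was called active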
Target sequence (O43613 whole entry, looked up): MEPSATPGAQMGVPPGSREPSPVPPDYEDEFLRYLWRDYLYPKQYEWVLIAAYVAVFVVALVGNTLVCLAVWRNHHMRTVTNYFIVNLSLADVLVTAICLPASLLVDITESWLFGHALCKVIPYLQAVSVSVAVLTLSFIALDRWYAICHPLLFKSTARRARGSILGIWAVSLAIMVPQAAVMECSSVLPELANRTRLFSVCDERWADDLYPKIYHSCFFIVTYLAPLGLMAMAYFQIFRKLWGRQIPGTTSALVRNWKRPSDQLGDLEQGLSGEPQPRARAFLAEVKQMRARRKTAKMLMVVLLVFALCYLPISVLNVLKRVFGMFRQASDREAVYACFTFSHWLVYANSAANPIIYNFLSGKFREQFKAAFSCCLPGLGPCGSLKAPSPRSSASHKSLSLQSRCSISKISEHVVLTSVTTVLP
An asterisk follows results filed as active; i = inactive; . = no result given.

Order of results – OX1R antagonist	CHT allo act
CC1=NN(c2cccc([N+](=O)[O-])c2)C(=O)C1
→ -6	i
O=S(=O)(Cc1ccccc1Cl)Nc1ccccn1
→ -4	i
CCCCn1c2c(c(=O)n(C)c1=O)C(c1ccc(OC)cc1)N1CCCCCC1=N2 (configuration not stated)
→ -28	i
C#CCSc1nc(-c2ccccc2)cc(C(F)(F)F)c1C#N
→ -8	i
CCOC(=O)N1CCC(N(CCN(C)C)C(=S)Nc2ccc(F)c(Cl)c2)CC1
→ -6	i
COc1ccc(N2CCN(C(=O)CSc3nc4ccccc4c(=O)[nH]3)CC2)cc1
→ -21	i
Cc1cc(C(=O)CSc2nnc(-c3cccnc3)n2-c2ccccc2F)c(C)n1CC1CCCO1 (configuration not stated)
→ -24	i
NC(=O)C1=C[C@@H](c2coc3ccccc3c2=O)C[C@@H](OCCCCO)O1
→ 1	i
CCOC(=O)c1c(-c2ccccc2)cn2c(C)cc(C)nc12
→ -15	i
COCCCNCCCCOc1ccc(OCc2ccccc2)cc1
→ -26	i
Cc1cc(C)cc(N(CC(=O)NCc2ccc(F)cc2)C(=O)CCC(=O)Nc2ccccn2)c1
→ -16	i
CC1Cc2nc(SCC(=O)Nc3nc4ccccc4s3)n(C)c(=O)c2S1 (configuration not stated)
→ -15	i
COCCCNC(=O)CSc1nc2c(sc(=S)n2-c2cc(Cl)ccc2OC)c(=O)[nH]1
→ 3	i
Cc1ccc(OCC(=O)NNC(=S)NC(=O)c2ccc(Br)o2)c(C)c1
→ .	i
CC(=O)n1cc(/C=C2/N=C(c3ccccc3)OC2=O)c2ccccc21
→ -8	i
CSc1ccc(CCNC(=O)C2CCCN(c3ncnc4c3nc3n4CCCCC3)C2)cc1 (configuration not stated)
→ -25	i
O=C1c2ccccc2C(=O)N1CCCC(=O)N1CCc2ccccc21
→ -14	i
O=C(OCCN1CCOCC1)c1ccccc1Cl
→ -9	i
CCN(CC(=O)NC(C)(C)C)Cc1nc2c(Br)cc(Br)cc2c(=O)[nH]1
→ -24	i
COc1ccccc1OCC(=O)N/N=C1\CCCCc2ccccc21
→ -12	i

Compounds from the list above with two or more sulfur atoms, in the order listed:
Order of results – OX1R antagonist	CHT allo act
CC1Cc2nc(SCC(=O)Nc3nc4ccccc4s3)n(C)c(=O)c2S1 (configuration not stated)
→ -15	i
COCCCNC(=O)CSc1nc2c(sc(=S)n2-c2cc(Cl)ccc2OC)c(=O)[nH]1
→ 3	i

(further entries)
Order of results – OX1R antagonist	CHT allo act
CC1CCN(C(=O)CSc2nc3c(cnn3-c3ccc(Cl)cc3)c(=O)[nH]2)CC1
→ -6	i
CCCCCCNS(=O)(=O)c1ccc(OC)c(OC)c1
→ -21	i
CCN1CCC(NCCc2ccc(F)cc2)CC1
→ 4	i
O=C1CCC(C(=O)N2CCCC(Nc3ccc(F)cc3)C2)=NN1 (configuration not stated)
→ -5	i
Cc1cc(C)cc(NC(=O)C(OC(=O)c2ccc([N+](=O)[O-])o2)c2ccccc2)c1 (configuration not stated)
→ -7	i
CCN(CC)C(=O)CSc1nnc(-c2cnccn2)n1-c1ccccc1
→ -25	i
O=C(CSc1nnc(-c2cccnc2)o1)Nc1ccc(Br)cc1
→ -16	i
CSCCC(NC(=O)COc1ccccc1)C(=O)N1CCN(C(C)=O)CC1 (configuration not stated)
→ -11	i
O=C(CN1CCN(c2cccc(Cl)c2)CC1)c1ccc(O)cc1O
→ -4	i
C=CCNC(=O)NC(=O)COn1nnc2ccc(S(=O)(=O)N(C)C)cc21
→ -10	i
CN(C(=O)CCc1nc(-c2ccccc2F)no1)c1ccccc1
→ -10	i
Cc1ccc(Cl)c2sc(NC(=O)C3=COCCO3)nc12
→ 0	i
CS(=O)(=O)c1ccc2nc(NC(=O)CN3C(=O)NC4(CCCC4)C3=O)sc2c1
→ -3	i
CCCOP(=O)(c1ccc(N(C)C)cc1)C(O)c1ccc(Cl)cc1Cl (configuration not stated)
→ -31	i
O=C(O)c1ccc2c(c1)C(c1ccccc1)OC2=O (configuration not stated)
→ -15	i
COc1cc(C(C2C(=O)CC(C)(C)CC2=O)C2C(=O)CC(C)(C)CC2=O)ccc1O
→ -14	i
C=CCn1c(SCc2cc(C(C)=O)ccc2OCC)nc2ccccc2c1=O
→ -46	i
Cc1cc2sc3ccc(C#CC4(O)CCCCC4)cc3c(=O)c2cc1C
→ -12	i
COc1ccc(CN2CCN(C(=O)c3ccc(F)cc3)CC2)c(OC)c1
→ -12	i
COc1ccc(-c2noc(CNC(=O)c3ccc4c(c3)OCO4)n2)cc1OC
→ -29	i
Cc1csc(SCC(=O)N(C)CC(=O)Nc2ccc(F)cc2)n1
→ -21	i
CCN(Cc1ccccc1)C(=O)Cn1cnc2c1c(=O)n(C)c(=O)n2C
→ -10	i
CCCn1c(SCC(=O)Nc2cccc(S(=O)(=O)N(C)C)c2)nc2ccccc2c1=O
→ -33	i
CCOc1ccc(N(CC(=O)NC2CCCCC2)C(=O)CCCC(=O)Nc2ccccn2)cc1
→ -39	i
CC(CC(=O)O)C(=O)c1ccc(Cl)c([N+](=O)[O-])c1 (configuration not stated)
→ 3	i
CC(C)Cc1nnc(NC(=O)CS(=O)(=O)Cc2ccccc2)s1
→ -27	i
COc1ccc(NC(=O)/C=C/C(=O)O)c(OC)c1
→ -19	i
COC(=O)CSc1cc([N+](=O)[O-])ccc1NC(=O)OC
→ -3	i
O=C(c1cc2cc(Br)cc(Br)c2oc1=O)N1CCOCC1
→ -14	i
COc1ccc(CC(=O)OC(C)C(=O)NCc2ccc3c(c2)OCO3)cc1OC (configuration not stated)
→ -23	i
O=C1NC(c2ccc(F)cc2)Oc2ccccc21 (configuration not stated)
→ -7	i
Cc1ccc(N2CC(C(=O)N3CCCc4ccccc43)CC2=O)cc1 (configuration not stated)
→ -25	i
NC(=O)C1CCCN(C(=S)NCc2ccc3c(c2)OCO3)C1 (configuration not stated)
→ -10	i
CCC(C)C(=O)Nc1cc([N+](=O)[O-])ccc1Cl (configuration not stated)
→ -21	i
Cc1ccc(-n2ncc3c(=O)n(CC#N)cnc32)cc1C
→ 9	i
O=C(CSc1nnc(SCc2ccccc2)s1)N/N=C/C=C/c1ccccc1[N+](=O)[O-]
→ -10	i
CCOc1cc(C2NC(=O)CCC2[N+](=O)[O-])cc(Br)c1OCC (configuration not stated)
→ -9	i
Cc1ccc(C(=O)C[n+]2cccc3cc(C)ccc32)cc1
→ -26	i
Cc1ccc(-c2nc3c(c(=O)c4ccccc4n3C)c(=O)n2Cc2ccco2)cc1
→ -16	i
O=C(c1ccccc1)N(Cc1cccnc1)C1(C(=O)Nc2ccccc2)CCCCC1
→ -18	i
CCOc1ccc(C(=O)NCc2cccs2)cc1
→ -18	i
COc1ccc(/C=N/NC(=O)c2ccc(N(C)S(=O)(=O)c3ccccc3)cc2)c(OC)c1
→ -9	i
C=CCC[C@@H](Cc1ccc(F)cc1)C(=O)OC[C@@H](Cc1ccccc1)NC(=O)[C@H](CC=C)CC(=O)NCCO
→ -23	.
CCOCCCN1C(=O)CN(C2CCCCCC2)C(=O)C1c1ccc(OC)cc1 (configuration not stated)
→ -34	i
CCC(C)[C@H](NC(=O)[C@H](Cc1ccccc1)n1c(=O)[nH]c2ccccc2c1=O)C(=O)NCC1CCC(C(=O)O)CC1 (some centres not stated)
→ -16	i
Cc1cc(C(=O)CSc2nnc(-c3ccccc3F)o2)c(C)n1Cc1cccs1
→ -21	i
Cc1[nH]c2ccccc2c1C(=O)COC(=O)c1cccc(S(=O)(=O)N2CCCCC2)c1
→ 22	i
COC(=O)C(N)Cc1ccc(O)cc1 (configuration not stated)
→ -1	i
CCCCCNC(=O)C1c2ccccc2Oc2ccccc21
→ -27	i
COc1cccc(-n2nnnc2SCC(=O)Nc2ccc3c(c2)OCCO3)c1
→ -1	i

Later entries:
Order of results – OX1R antagonist	CHT allo act
CC(=O)NC1C(=O)N=C(SCC(=O)Nc2ccc(C(F)(F)F)cc2Cl)NC1=O (configuration not stated)
→ -4	i
O=C(Nc1nc(-c2cccs2)cs1)C1=COCCO1
→ 2	i
COc1ccc(NC(=O)CNc2cc(C)ccc2C)cc1S(=O)(=O)N1CCOCC1
→ -16	.
CN(C(=O)c1ccncc1)C1CC(C)(C)N(O)C(C)(C)C1
→ -14	i
Cn1nnnc1SCC(=O)NC(C)(C)C
→ -6	i
CCn1cc(CNC(=O)c2ccc3nc(Cc4ccccc4F)oc3c2)cn1
→ -1	i
S=C(Nc1ccccc1)Nc1cc(Cl)ccc1Oc1ccccc1
→ -12	i
CCn1c(C)nc2cc(C(=O)NNC(=S)Nc3ccccc3Cl)ccc21
→ -12	i
O=C(CCn1c2c(c3ccccc31)CCCC2)NNC(=O)c1ccccc1Cl
→ -13	i
CCOC(=O)c1ccc(N/C(=N\S(=O)(=O)c2ccc(F)cc2F)c2ccccc2)cc1
→ -18	i
O=S1(=O)CCOC[C@H](Cc2ccccc2)N1Cc1cccc(F)c1
→ -18	i
CCCn1c(SCC(=O)NC2CC2)nnc1-c1cccs1
→ -14	i
CCOC(=O)c1ccc(N2Cc3ccccc3C2=NC(=O)c2cccc([N+](=O)[O-])c2)cc1
→ -24	i
CC(Oc1ccc(Cl)cc1)C(=O)N/N=C/c1ccsc1 (configuration not stated)
→ -8	i
CCOc1ccsc1C(=O)NNC(=O)c1ccco1
→ -3	i
O=C(NCc1cccnc1)c1ccc(NS(=O)(=O)c2ccccc2)cc1
→ 5	i
CCOC(=O)c1[nH]c(C)c(C(=O)OCC(=O)N2c3ccccc3CC2C)c1C (configuration not stated)
→ -24	i
COc1ccc(-c2c3c(nc4sc(C(=O)Nc5ccccc5)c(N)c24)CCC3)cc1
→ -14	i
CCN(c1ccccc1)S(=O)(=O)c1ccc(OCC(=O)N2CCCC2)cc1
→ -8	.
Cc1cccc(OCCCSc2nc3ccccc3[nH]2)c1
→ 2	i
N#Cc1c2ccc(OCC(=O)NCc3ccco3)cc2n2ccccc12
→ -18	i
CC[C@H](CO)Nc1nc(Nc2cccc(Cl)c2)c2ncn(C(C)C)c2n1
→ -38	i
CN(C(=O)C1CCN(S(=O)(=O)c2cccs2)CC1)C1CCCCC1
→ 0	i
O=C(O)CC(c1ccc(Br)cc1)N1Cc2ccccc2C1=O (configuration not stated)
→ -5	i
NNC(=O)CC1NCCN(Cc2ccccc2)C1=O (configuration not stated)
→ -1	i
CC(=O)Oc1cc2oc(=O)cc(C)c2cc1Cl
→ 3	i
O=C1c2ccccc2C(Nc2ccc(S(=O)(=O)N3CCCCC3)cc2)N1Cc1ccco1 (configuration not stated)
→ -25	i
CC1CCN(S(=O)(=O)c2ccc3c(c2)C(=NO)c2cc(S(=O)(=O)N4CCC(C)CC4)ccc2-3)CC1
→ -13	i
CCOc1ccc(S(=O)(=O)NCc2ccco2)cc1
→ -9	i
O=C(NNC(=S)NCC1CCCO1)c1ccc(S(=O)(=O)N2CCOCC2)cc1 (configuration not stated)
→ 3	i
CCOc1ccc(C(=O)Nc2cccc(-c3nc4ccccc4[nH]3)c2C)cc1[N+](=O)[O-]
→ -5	i
NC(=O)NOCc1ccc(F)cc1Cl
→ -4	i
CCOC(=O)c1c(C)[nH]c(C)c1C(=O)COC(=O)C1CC(=O)N(CCc2ccccc2)C1 (configuration not stated)
→ -9	.
COCC(=O)N(C)c1nnc(-c2cnccn2)s1
→ -7	i
COc1ccccc1C(=O)NCCNc1ccc([N+](=O)[O-])cc1Cl
→ -20	i
COc1ccc(CNC(=O)CN2CCN(c3ccc(F)cc3)CC2)cc1
→ -19	i
O=C(NCC(O)COc1ccc([N+](=O)[O-])cc1)c1ccccc1 (configuration not stated)
→ -14	i
CCN(CC)S(=O)(=O)c1cccc(-c2nnc(SCCOc3ccccc3C)o2)c1
→ 1	i
O=C(c1nc2nc(-c3cccs3)cc(C(F)(F)F)n2n1)N1CCN(Cc2ccccc2)CC1
→ -14	i
CCN(C(=O)CN1CC(C)OC(C)C1)c1c(N)n(Cc2ccccc2)c(=O)[nH]c1=O (configuration not stated)
→ 1	i
Clc1cccc(Cl)c1Cn1c(-c2cccnc2Cl)nc2ccccc21
→ -11	i
CCOc1ccc(S(=O)(=O)N2CC(=O)Nc3ccccc32)cc1
→ 2	i
O=C(N/N=C/c1ccccc1Br)c1cccc(S(=O)(=O)N2CCOCC2)c1
→ -13	.
CC(C)C(NC(=O)C12CC3CC(CC(C3)C1)C2)C(=O)N/N=C/C1=C(N2CCOCC2)C(=C\c2ccc([N+](=O)[O-])cc2)/CC1 (configuration not stated)
→ -20	i
COC(=O)c1cc(-c2ccc(NC(C)=O)cc2)nc2ccccc12
→ -30	i
Cn1c(N)c(C(=O)COC(=O)CCC(=O)c2cccs2)c(=O)n(C)c1=O
→ -7	i
Cc1ccc(-c2nc3ccccc3[nH]2)cc1NC(=O)c1sc2cc(Cl)ccc2c1Cl
→ 44*	i
CCOc1ccc(C(=O)COC(=O)c2c(-c3ccccc3)noc2C)cc1
→ -30	i
CC(C)(C)OC(=O)CNC(=O)c1[nH]cnc1C(=O)NC1CCN(C(=O)OC(C)(C)C)CC1
→ -22	i
CC(C)CCNc1nnnc2c1sc1nc(N3CCOCC3)c3c(c12)CC(C)(C)SC3
→ -16	i

Continuation.
Order of results – OX1R antagonist	CHT allo act
CCN(CC(=O)NCc1cccs1)C(=O)c1ccc(-c2ccccc2F)o1
→ -36	.
Cc1ncsc1CCOC(=O)c1cccnc1
→ -2	i
Cc1ccc(N2CCN(S(=O)(=O)c3cccs3)CC2C)cc1 (configuration not stated)
→ -29	i
Cc1ccc(CCc2nnc(SCC(=O)Nc3cc(Cl)ccc3Cl)n2-c2ccccc2)o1
→ -19	i
Cc1ccc(-c2n[nH]c(=S)n2/N=C/C=C\c2ccccc2[N+](=O)[O-])cc1
→ -14	i

As a working copy, three of the compounds above:
Order of results – OX1R antagonist	CHT allo act
Cc1ccc(N2CCN(S(=O)(=O)c3cccs3)CC2C)cc1 (configuration not stated)
→ -29	i
Cc1ccc(CCc2nnc(SCC(=O)Nc3cc(Cl)ccc3Cl)n2-c2ccccc2)o1
→ -19	i
Cc1ccc(-c2n[nH]c(=S)n2/N=C/C=C\c2ccccc2[N+](=O)[O-])cc1
→ -14	i
